Screens as filed in PubChem BioAssay.
hERG WT inh: qHTS for Inhibitors of KCHN2 3.1: Wildtype qHTS; U2OS, BacMam KCNH2, thallium flux FluxOr; active compounds read low; activity change, % at 1.84 µM; 340,000 compounds, 0.37% hits; AID 720551, 2013;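 active means maximum activity change below -70%; inconclusive means maximum activity change between -70% and -50%; inactive means maximum activity change above -50%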; further: on the % scale 0 is the no-effect control and ±100 the full control effect
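U2OS cells were transduced with wild-type KCNH2 virus (2.03 x 10^8 / mL) for 4 h at room temperature, then cultured overnight at 37 C. Thallium flux was read with FluxOr dye. Rate constants were normalized to DMSO controls.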
GALK inhibitor: qHTS Assay for Inhibitors of Human Galactokinase (GALK); Purified GALK, Kinase-Glo residual ATP luminescence; Potency, µM (doses to about 57.5 µM), without a hit: at the highest dose activity change, negative = inhibition, usual class: inhibitors; P51570; 270,000 compounds, 0.007% hits; further: potency means the concentration at half of the fitted maximal effect; on the % scale 0 is the no-effect control and ±100 the full control effect
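Quantitative HTS: GALK 5 nM, ATP 35 uM, galactose 100 uM, 1 h room temperature, then luciferase-based ATP detection.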
Giardia killer: Small Molecules that selectively kill Giardia lamblia: qHTS. Giardia lamblia trophozoite viability. activity change, % at 7.66 µM, hits read low. 340,000 compounds, 0.15% hits; in the data active means activity change below about -80%; inconclusive means between about -30% and that limit;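 further: parasites exposed to compound for two days anaerobically before the ATP read; on the % scale 0 is the no-effect control and ±100 the full control effect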
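Luminescence from cellular ATP indicates surviving trophozoites (100 cells/well) following 48 hrs anaerobic compound treatment at 37 deg C; signal develops 15-30 min at room temperature.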
USP2a block: qHTS Assay for Inhibitors of Ubiquitin-specific Protease USP2a Using CHOP2 as the Reporter. AID 463254, 2010. USP2 core, Ub-CHOP2 coupled fluorogenic reporter, 485/531. 330,000 compounds, 0.01% hits. Potency, µM (doses to about 38.3 µM), without a hit: top-dose activity change, negative = inhibition, actives largely listed as inhibitors. Ubiquitin carboxyl-terminal hydrolase 2 (Homo sapiens), O75604;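 further: potency means the concentration at half of the fitted maximal effect; plate controls were DMSO wells for no effect and full inhibition by NEM control for full effect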
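Deubiquitinase activity read as fluorescence (485/531 nm) after Ub-CHOP2 cleavage activates the enterokinase reporter on its substrate; USP2 core 10nM, Ub-CHOP2 and substrate 25nM each, 30min compound preincubation then 60min RT; data normalized to NEM, curves fitted.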
TRPV1 ag: HTS Assay for Compounds that Act as Agonists of the Vanilloid Receptor 1; TRPV1-expressing cells, Fluo-8 calcium influx, agonist mode; 320,000 compounds, 0.19% hits; Transient receptor potential cation channel subfamily V member 1 (Homo sapiens), Q8NER1; activation, % at 8.33 µM; in the data active means activation above about 80%; inconclusive means between about 30% and that limit; further: 0% is about no effect
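Fluo-8 calcium influx in TRPV1-expressing cells, kinetic read (ex 480/em 520 nm). Compound added and read 3 min for agonist activity, followed by capsaicin at EC20 final and 2 min further read for enhancement.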
MLL CXXC-DNA inh: qHTS Fluorescence Polarization Assay for Inhibitors of MLL CXXC domain - DNA interaction; Histone-lysine N-methyltransferase 2A (Homo sapiens), Q03164; 290,000 compounds, 0.037% hits; MLL-CXXC / FITC-HOXA9 DNA fluorescence polarization; AID 2662, 2010; Potency, µM (titrated, usually from 115 µM), inactives show at the highest dose activity change, negative = inhibition, actives largely listed as inhibitors; active means well fitted inhibition curve with a large enough effect in the polarisation, with a control signal flat, not every such curve was filed as active; inconclusive means small, poorly fitted or top-dose-only effect, or effect the other way, or a change in a side signal; inactive means no such curve, though single readings can be large or run the other way; the % refers to the polarisation; further: potency means the concentration at half of the fitted maximal effect
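Steps: dispense CXXC domain solution (7 uM) → pin compounds or unlabeled HOX-A9 DNA control → 5 min ambient → add FLSN-HOX-A9 solution (50 nM) → spin → 30 min ambient → fluorescence polarization. Tris pH 7.5/NaCl/DTT/BSA buffer.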
PKM2 activator: qHTS Assay for Activators of Human Muscle isoform 2 Pyruvate Kinase | purified PKM2, Kinase-Glo ATP luminescence, activation; response scale: 0% is enzyme alone, no compound | Potency, µM (highest dose often 57.5 µM), without a hit: at the highest dose activation, hits mostly activators | AID 1631, 2009 | 260,000 compounds, 0.34% hits | Pyruvate kinase PKM (Homo sapiens), P14618; further: potency means the concentration at half of the fitted maximal effect; on the % scale 0 is the no-effect control and ±100 the full control effect; nearly all actives have a fitted effect of over 55% in size
Target sequence (P14618 whole entry, looked up, canonical isoform): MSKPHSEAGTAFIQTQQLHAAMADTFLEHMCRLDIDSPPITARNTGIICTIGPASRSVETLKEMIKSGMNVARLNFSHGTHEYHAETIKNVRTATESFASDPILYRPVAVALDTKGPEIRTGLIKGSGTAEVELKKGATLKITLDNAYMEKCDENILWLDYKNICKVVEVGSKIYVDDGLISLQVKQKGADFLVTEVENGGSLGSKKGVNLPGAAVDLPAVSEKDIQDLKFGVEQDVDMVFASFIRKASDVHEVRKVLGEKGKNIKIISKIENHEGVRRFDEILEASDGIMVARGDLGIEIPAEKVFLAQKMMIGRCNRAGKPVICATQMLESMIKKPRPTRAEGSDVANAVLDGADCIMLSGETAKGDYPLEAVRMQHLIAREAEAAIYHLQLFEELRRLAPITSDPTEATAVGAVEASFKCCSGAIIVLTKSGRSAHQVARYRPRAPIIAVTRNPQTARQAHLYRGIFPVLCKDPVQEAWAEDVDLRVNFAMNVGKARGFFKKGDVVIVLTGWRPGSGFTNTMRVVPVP
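Purified hPK-M2 (>95% pure) converted ADP (0.1 mM final) to ATP with 0.5 mM PEP in 50 mM imidazole pH7.2, KCl, MgCl2, Tween 20, BSA; 1 h at room temperature. ATP detected by Kinase-Glo luminescence.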
KCNH2 3.1 inh: qHTS for Inhibitors of KCHN2 3.1: Mutant qHTS | 340,000 compounds, 0.95% hits | U2OS KCNH2 3.1, thallium flux FluxOr; active compounds read low | activity change, % (tested at about 1.8 µM) | AID 720553, 2013 | Potassium voltage-gated channel subfamily H member 2, brain isoform KCNH2 3.1 (human);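 active means maximum activity change below -70%; inconclusive means maximum activity change from -70% to -50%; inactive means maximum activity change above -50%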;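 further: thallium influx rate constant from kinetic fluorescence after stimulation buffer; on the % scale 0 is the no-effect control and ±100 the full control effect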
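We transduce U2OS cells with the mutant 3.1 virus, culture them overnight, load FluxOr with Red40 quencher for 45 min, then add stimulation buffer and read kinetically for 2 min to derive a normalized rate constant.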
FBPA coupling cs: qHTS Assay for Inhibitors of Fructose-1,6-bisphosphate Aldolase from Giardia Lamblia: Coupling assay counterscreen; 290,000 compounds, 0.67% hits; coupling enzyme system counterscreen, AmpLite Red fluorescence; AID 2472, 2010; activity change, negative = inhibition, % at 58.2 µM, hits read low; in the data active means activity change below about -30%; further: on the % scale 0 is the no-effect control and ±100 the full control effect
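Activity here indicates interference with the coupling reaction, not aldolase inhibition. Compounds at 57.5 uM final met coupling enzymes for 10 min at RT; substrate and AmpLite Red detection followed, with a 525/598 nm fluorescence read after 20 min.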
Menin MLL FP TR: qHTS Assay for Inhibitors Targeting the Menin-MLL Interaction in MLL Related Leukemias: Competition With Texas Red Labeled MLL-derived Mutant Peptide; O00255; Menin + Texas Red MLL mutant peptide, fluorescence polarization; Potency, µM (top dose mostly 61.6 µM), inactives show at the top dose FP activity change, negative = inhibition, actives largely listed as inhibitors; 270,000 compounds, 0.23% hits; active means well fitted inhibition curve with a large enough effect in the polarisation, with a control signal flat, not every such curve was filed as active; inconclusive means small, poorly fitted or top-dose-only effect, or effect the other way, or a change in a side signal; inactive means no such curve, though single readings can be large or run the other way; the % refers to the polarisation; further: potency means the concentration at half of the fitted maximal effect; % of control where 0% means no effect; many of its hits are not listed in these tables
Target sequence (O00255 whole entry, looked up): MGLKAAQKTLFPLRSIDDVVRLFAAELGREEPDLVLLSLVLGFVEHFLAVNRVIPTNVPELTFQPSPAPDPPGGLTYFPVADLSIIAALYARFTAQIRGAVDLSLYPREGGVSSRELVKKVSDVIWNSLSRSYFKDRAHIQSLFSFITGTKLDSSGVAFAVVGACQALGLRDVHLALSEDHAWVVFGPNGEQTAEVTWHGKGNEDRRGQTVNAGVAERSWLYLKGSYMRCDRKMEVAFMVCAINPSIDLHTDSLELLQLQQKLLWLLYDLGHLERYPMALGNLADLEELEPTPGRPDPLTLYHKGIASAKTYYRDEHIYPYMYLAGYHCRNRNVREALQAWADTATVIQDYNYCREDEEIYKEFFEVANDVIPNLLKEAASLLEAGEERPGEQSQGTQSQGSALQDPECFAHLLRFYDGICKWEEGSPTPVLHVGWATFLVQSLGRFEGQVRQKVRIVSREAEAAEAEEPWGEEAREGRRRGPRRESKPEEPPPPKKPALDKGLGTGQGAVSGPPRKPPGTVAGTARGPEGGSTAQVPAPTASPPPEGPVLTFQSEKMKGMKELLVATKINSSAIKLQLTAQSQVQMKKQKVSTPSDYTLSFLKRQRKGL
B2AR arrestin: qHTS assay of beta-arrestin-biased ligands of beta2-adrenergic receptor; Potency, µM (doses to about 46.1 µM), for inactives: at the top dose activation, actives largely listed as activators; Beta-2 adrenergic receptor (Homo sapiens), P07550; AID 492947, 2010; beta-arrestin recruitment to beta2AR, cell-based reporter; 330,000 compounds, 0.02% hits;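 further: potency means the concentration at half of the fitted maximal effect; 0% = DMSO controls and full agonism = EC100 isoproterenol or metaproterenol; nearly all actives have a fitted effect of over 65% in size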
Starred values were filed as active, the others as inactive; i = inactive; ? = inconclusive; · = no result given; & = joins results of further samples; [ ] = another dose, or the depositor's remark. Unless noted, the call rests on the fitted dose curve; in most records, active means well fitted curve in the direction sought with a large enough effect; inconclusive means small, poorly fitted or top-dose-only effect, or another doubt; inactive means no such curve, though single readings can be large; an effect the other way counts as inactive or inconclusive. The list is partial, so the mix of outcomes need not match the whole.

SMILES | hERG WT inh | GALK inhibitor | Giardia killer | USP2a block | TRPV1 ag | MLL CXXC-DNA inh | PKM2 activator | KCNH2 3.1 inh | FBPA coupling cs | Menin MLL FP TR | B2AR arrestin
COCC1CCCN(C(=O)c2cc(COc3cncc(Cl)c3)on2)C1 (stereo not given) | 14 | 3% | 12 | -2% | 16 | 2% | · | 12 | 2 | -3% | 0.2%
COc1ccc(NC(=O)c2ccco2)cc1NC(=O)COc1ccccc1[N+](=O)[O-] | -20 | -2% | -19 | 0% | 0 | 29% | -10% | -2 | 1 | -1% | 0.6%
CC1CCN(C(=O)c2ccc3c(c2NCCO)C(=O)c2ccccc2C3=O)CC1 | -1 | 0% | -27 | -2% | -2 | -9% | -16% | 21 | -3 | ? | -0.1%
COc1ccc(/C=N/NC(=O)CN2CCSCC2)cc1C | -14 | 2% | -21 | 2% | -2 | 6% | -6% | 4 | 0 | 3% | -0.5%
Cc1cccc(C(=O)O/N=C2\CCS(=O)(=O)c3sccc32)c1 | 2 | -2% | 13 | 1% | ? | 65%[activator] | -3% | -5 | 0 | 20% | -1.1%
Cc1ccnc2nc(C(=O)OCC(=O)NCc3cccc(Cl)c3)nn12 | 1 | · | -10 | 0% | -4 | · | · | 5 | · | · | 0.2%
C=CCNc1nc2c(c(=O)n(C)c(=O)n2C)n1CC | -3 | 0% | -13 | 1% | -1 | 2% | -14% | -1 | 0 | 14% | -1.3%
Cc1nc2c(C)cccn2c(=O)c1NC(=O)c1ccco1 | -4 | · | -5 | 4% | 3 | · | · | -3 | · | · | -0.2%
Cn1c(N2CCCC2)nc2c1c(=O)n(Cc1cccc(F)c1)c(=O)n2C | -10 | 0% | -4 | -4% | -2 | -3% | -2% | -1 | 1 | 3% | -0.3%
O=C(CN1CCSCC1)N1CCc2[nH]c3ccc(Br)cc3c2C1 | · | 0% | · | 0% | ? | 12% | -2% | · | -7 | 5% | -0.1%
Cc1ccccc1S(=O)(=O)Cc1ccc(C(=O)NC2CCC(C)CC2)o1 (stereo not given) | -1 | 0% | -5 | 2% | 6 | 12% | · | 1 | 0 | -9% | 0.0%
COc1ccc(-c2n[nH]c(=S)n2-c2ccc(Br)cc2)cc1OC | 22 | 6% | -5 | -1% | 1 | -9% | -2%[11.5 µM] | -7 | 13 | 4% | -0.1%
COc1cccc(NC(=O)COc2nc3ccccc3nc2C)c1 | 13 | · | -24 | 1% | -3 | -2% | 2% | 8 | 1 | 4% | -0.6%
OCCNc1nc(N2CCCCC2)nc2ccccc12 | 0 | 3% | 18 | 0% | -3 | -5% | 1% | -21 | 2 | 2% | -0.4%
COc1ccc(-c2nnc(SCC(=O)NC3CCCCC3)o2)cc1OC | -2 | 2% | 5 | 0% | -2 | -9% | -2% | 3 | 0 | -9% | 0.2%
O=C(CCCN1C(=O)c2ccccc2C1=O)Oc1ccc(Cl)cc1 | -11 | -1% | 11 | -12% | 6 | 52%[activator] | -10% | · | 1 | 2% | 0.2%
C(=C\c1ccccc1)/C=N/Nc1nc2ccccc2s1 | -22 | -2% | 13 | -7% | 2 | 32%[activator] | 0% | 7 | -3 | ? | 0.1%
NC(=O)C1(N2CCCCC2)CCN(CC(=O)Nc2ccccc2Sc2ccccc2)CC1 | 39 | 0% | -10 | 2% | ? | -1% | 3% | -27 | -4 | ? | 0.3%
NS(=O)(=O)c1ccc(N2CCOCC2)c(C(=O)NCc2cccs2)c1 | 44 | · | 37[activator] | -3% | · | · | · | -16 | · | · | 14%
O=c1/c(=C\c2cc([N+](=O)[O-])cc([N+](=O)[O-])c2O)sc2nc3ccccc3n12 | -2 | -24% | 10 | 0% | 5 | -4% | -59% | -1 | -32* | ? | 0.4%
Cc1ccc(-c2cc(C(=O)O)c3cc(Br)ccc3n2)s1 | -1&1 | -3%&-3% | -13&-26 | -1%&1% | -1&0 | -16%&-4% | · | -6&0 | -16&-22 | ? | -1.0%&0.1%
COc1ccc(NC(=O)NCCN2CCCCC2)cc1 | 3 | -2% | -3 | 0% | -4 | 4% | 0% | 7 | 0 | -1% | -0.5%
O=C(COC(=O)Cc1ccc([N+](=O)[O-])cc1)NC1CCCCCC1 | -18 | · | -2 | 6% | · | · | · | -23 | · | · | 0.0%
CC(=O)N1c2ccc(S(=O)(=O)N3CCC(C(=O)N4CC(C)CC(C)C4)CC3)cc2CC1C (stereo not given) | -9 | -1% | -5 | 0% | 13 | 0% | · | -8 | -1 | -12% | -0.2%
COc1ccc(C=O)cc1Cn1ccnc1C | 4 | 1% | -10 | 0% | 3 | 2% | 1% | -2 | -10 | -10% | -0.1%
COc1ccccc1-c1nnc(NC(=O)c2ccc3c(c2)OCO3)s1 | -10 | 1% | -10 | 2% | 0 | 7% | -3% | 0 | 2 | 2% | 0.1%
COCCOC(=O)C1=C(C)N=C2SCCC(=O)N2C1c1cccc(Br)c1 (stereo not given) | 3 | 0% | -27 | -1% | -2 | 0% | 0% | -9 | 1 | -1% | -0.3%
O=C(C(Cc1ccccc1)n1cccc1)N1CCN(c2ccccc2)CC1 (stereo not given) | -1 | 2% | -24 | -10% | -4 | -2% | -12% | 15 | -2 | -2% | -1.0%
CC(C)n1nnnc1SCC(=O)Nc1ccc2c(c1)OCCO2 | · | 4% | · | 10% | -2 | 7% | -2% | · | -1 | · | 0.2%
CCCCC(=O)NC(=S)Nc1cccc(NC(=O)c2ccccc2)c1 | 0 | -1% | 16 | 4% | 17 | -1% | -10% | -3 | 2 | 12% | 0.5%
COCCn1nnnc1C(CC(C)C)N1CCN(c2nc3ccccc3s2)CC1 (stereo not given) | i | -5% | -11 | 0% | 4 | -7% | 2% | 9 | 0 | -29% | -0.5%
CC(C)OC(=O)C1CC=CCC1C(=O)Nc1ccc(Cl)cc1 (stereo not given) | 1 | 0% | -8 | 3% | 7 | -17% | -1% | -11 | -4 | -1% | -0.2%
COCCn1c(SCC(=O)Nc2cc(C(C)(C)C)nn2-c2ccccc2)nnc1-c1ccncc1 | 2 | 2% | -15 | 4% | -5 | 8% | -1% | -12 | 5 | 0% | -0.4%
O=C(CSc1nnnn1-c1ccc(F)cc1)Nc1ccc(N2CCOCC2)c(Cl)c1 | 0 | 1% | 11 | -11% | 0 | 7% | -5% | -1 | 0 | 15% | 0.8%
Cc1ccc(C(=O)N(C)Cc2nc3ccccc3c(=O)[nH]2)cc1NC(=O)c1ccco1 | 0 | · | 3 | 2% | · | · | · | 3 | · | · | -0.5%
Cc1nc(C)c(C(=O)Nc2ncc([N+](=O)[O-])s2)o1 | -2 | 8% | -88* | 1% | -1 | 5% | -19% | 17 | -3 | 25% | -0.3%
Cc1ccc(S(=O)(=O)/N=C(/Nc2ccccn2)c2ccc(Cl)cc2)cc1 | -12 | -3% | -8 | 0% | -3 | 30%[activator] | -10% | 4 | 2 | 2% | -0.1%
N#CC1=C(N)SC(N)=C(C#N)C1c1c(Cl)cccc1Cl | 3 | 1% | -2 | 1% | 0 | 36%[activator] | -1% | 4 | -51* | 15% | 1.0%
COCc1cccc(C2=CC(=O)C[C@H](c3ccc(F)cc3)C2)c1 | 39 | · | -15 | -2% | ? | · | · | -7 | · | · | 0.6%
CN(C(=O)COC(=O)c1cccc(Cl)c1)C1CCS(=O)(=O)C1 (stereo not given) | -1 | · | 15 | 0% | -2 | · | · | -45 | · | · | -0.1%
Cc1nn(-c2ccccc2)c(OC(=O)c2cccs2)c1S(=O)(=O)c1ccccc1 | 3 | -7% | 3 | 2% | 2 | 88%[activator] | -2% | 27 | 2 | 27% | -0.2%
Cc1nc(SCC(=O)NC2CCCC2)[nH]c(=O)c1C | -7 | -1% | -1 | 3% | 0 | -3% | 3% | -3 | -1 | 1% | 0.2%
Cc1ccc(NC(=S)NN2CCOCC2)c(C)c1 | 0 | -2% | 1 | 1% | -2 | -22% | -1% | -44 | 1 | 3% | -1.3%
